Screens from PubChem.
Hsp70 displacement – small molecules displacing fluorescent ligand from Hsp70 – biochemical, fluorescence polarization, primary screen (AID 583); 140,000 compounds, 0.06% hits; displacement, % at 20 µM; hits with a dose series show IC50 in µM; Hsp70 fluorescence polarization probe displacement, mP; higher % means a stronger effect; in the data active = displacement above about 50%;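 also: plate controls were vehicle for no effect and reference ligand for full effect; a part of the inactive calls stands beside numbers as strong as those of hits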
MKP-3 inhibition – MKP-3 phosphatase inhibitors, primary screen, biochemical, rat enzyme, in vitro (AID 425); inhibition, % at 20 µM; hits with a dose series show IC50 in µM; recombinant MKP-3 phosphatase activity, fluorescence; higher % means a stronger effect; 110,000 compounds, 0.17% hits; in the data active = inhibition above about 50%;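 also: plate controls were vehicle for no effect and reference inhibitor for full effect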
The depositor's hits bear a star; nt = no result given. An excerpt. The share of hits here may be higher or lower than overall.

Hsp70 displacement	MKP-3 inhibition	mol
4.1%	16.6%	Cc1cc(C=C2C(=O)NC(=S)NC2=O)c(C)n1-c1cccc(Cl)c1
5.7%	-1.7%	COc1ccc(/C=C2\SC(=S)N(c3cccc(C)c3C)C2=O)cc1
0.2%	-10.4%	COc1ccc(CNC(=O)C2CCN(C(=O)[C@@H](CC(C)C)NC(=O)OC(C)(C)C)CC2)cc1
-2.2%	-3.9%	CN(C)c1ccc(C=Nc2ccc(N(C)C)cc2)cc1
1.7%	0.6%	CCSc1nnc(NC(=O)C2CCCCC2)s1
-0.2%	0.7%	O=C(O)c1ccccc1C(=O)c1ccc(Cl)c(N2C(=O)CCC2=O)c1
-0.9%	2.7%	O=C(CC(c1ccccc1)c1ccccc1)NCC1OCCc2ccccc21 (stereo not given)
8.7%	4.7%	CC1CNCCN1S(=O)(=O)c1cccc2cnccc12 (stereo not given)
2.9%	-7.4%	O=C(O)c1cc2cccc(S(=O)(=O)N3CCOCC3)c2cc1O
-3.0%	-3.4%	Cc1ccc(-c2noc(CCC(=O)NCCN3CCOCC3)n2)cc1
16.9%	10.2%	O=C1C(Cl)=CC(=NS(=O)(=O)c2ccccc2)C=C1Cl
-2.3%	-2.3%	Cc1cccc(C(C)C)c1NC(=O)c1cc2ccccc2o1
-4.4%	-7.2%	COc1cccc(OC)c1OCCCc1c(C)n[nH]c1C
-5.4%	nt	COc1ccc(C)cc1NS(=O)(=O)c1ccc(Br)s1
1.4%	3.2%	O=C(/C=C\c1ccccc1)NC(=S)Nc1ccc([N+](=O)[O-])cc1O
-3.1%	-0.8%	COc1ccc(CC(=O)N(C)CC(OC)OC)cc1
0.1%	-4.1%	Cc1ccc(OCC(=O)Nc2ccc(N3CCOCC3)cc2)cc1
-5.1%	-4.3%	CN=C(Nc1cc(C)nn1CCC#N)c1ccccc1
0.5%	-0.4%	O=C(Nc1ccc(S(=O)(=O)Nc2nccs2)cc1)c1ccc(F)cc1
-0.5%	nt	O=C(/C=C/c1ccccc1)N1CCN(Cc2nc3ccccc3c(=O)[nH]2)CC1
-3.8%	2.9%	COc1ccc(/C=C2\C(=O)N(c3ccc(S(N)(=O)=O)cc3)N=C2C)cc1
0.9%	nt	CCOc1ccc(CCNC(=O)c2cccc(N3CCCC3=O)c2)cc1OCC
-4.5%	3.8%	COc1ccc(CNc2ccc(N3CCOCC3)cc2)cc1OC
1.8%	-4.2%	CC(C)(C)c1nc(SCC(=O)NCc2ccco2)c2ccccc2n1
-4.4%	-7.6%	CC(C)CCN1CC(C(=O)N2CCN(c3ccc(F)cc3)CC2)CC1=O (stereo not given)
11.3%	1.8%	Cc1ccccc1N1C(=O)NC(=O)/C(=C\c2cc(C)n(-c3cccnc3)c2C)C1=O
2.8%	-3.8%	CCCSc1nc(O)c(C2OC(=O)c3c2ccc(OC)c3OC)c(=O)n1C (stereo not given)
-4.5%	-7.0%	Clc1ccc(-c2nnc3sc(Cc4cccs4)nn23)c(Cl)c1
0.3%	-5.4%	O=C(NCCc1ccccc1)C1CCN(S(=O)(=O)N2CCCC2)CC1
0.9%	3.0%	COc1ccc(-c2nnc(SCc3ccccc3[N+](=O)[O-])n2-c2ccccc2)cc1
16.6%	-9.5%	CC(=O)c1cc(-c2ccccc2)[nH]c1N1CCCC1
0.8%	-2.2%	Cc1nc2sc3c(c2c(=O)n1/N=C/c1ccco1)CCCC3
-0.1%	3.6%	CCc1cc(C)cc(OCCn2cc(C=C3C(=O)NC(=S)NC3=O)c3ccccc32)c1
0.3%	-4.5%	CSc1ccc(S(=O)(=O)N(CC(=O)Nc2cccc(C)c2)c2ccc(C)cc2)cc1
1.8%	-4.3%	Cc1cc(C)c(C#N)c(SCC(=O)CC(=O)OC(C)C)n1
-4.7%	-3.6%	CC1(C)NC(=O)NC2(C)NC(=O)NC(C)(C)C12 (stereo not given)
-5.8%	0.4%	O=C(Oc1ccc([N+](=O)[O-])cc1)c1ccccc1Cl
1.2%	nt	CCC(CC)C(=O)Nc1cccc(S(=O)(=O)c2cccc(NC(=O)C(CC)CC)c2)c1
-5.0%	nt	CC(=O)Nc1ccc(C(=O)n2cnc3cc(C)c(C)cc32)cc1
-1.7%	8.2%	CN1CCN(C(=O)CN2C(=O)CC(C)(C)S(=O)(=O)c3ccccc32)CC1
-110.3%	4.4%	CCN(CC)c1ccc(/C=C(/C#N)C(=O)Nc2cccc(Br)c2)o1
4.1%	nt	CCOC(=O)NC(c1cccc(Cl)c1)C1CCCCCC1=O (stereo not given)
2.1%	-7.8%	COc1ccc(NC(=O)c2ccc(=O)oc2)cc1
5.4%	-5.1%	CCC(=O)c1ccc(OC(=O)c2ccc(Br)o2)cc1
1.3%	nt	O=c1nc2sc3ccccc3n2c(=O)n1-c1cccc(Cl)c1
-6.8%	-1.1%	CCCC(C)NS(=O)(=O)c1ccccc1[N+](=O)[O-] (stereo not given)
-6.2%	-5.2%	CC(C)Cc1nc(N2CCC(C(N)=O)CC2)c2nnn(Cc3ccccc3)c2n1
0.2%	-11.7%	CCOC(=O)c1sc2nc(NC(=O)COc3ccccc3)sc2c1C
0.6%	2.7%	CCOC(=O)N1CCN(c2c(-c3ccc(C(C)C)cc3)c(=O)c2=O)CC1
2.1%	0.8%	O=C(C1CCCCC1)N(Cc1ccccc1)Cc1ccccc1

Already shown: 14 of the compounds above.
Hsp70 displacement	MKP-3 inhibition	mol
-5.8%	0.4%	O=C(Oc1ccc([N+](=O)[O-])cc1)c1ccccc1Cl
1.2%	nt	CCC(CC)C(=O)Nc1cccc(S(=O)(=O)c2cccc(NC(=O)C(CC)CC)c2)c1
-5.0%	nt	CC(=O)Nc1ccc(C(=O)n2cnc3cc(C)c(C)cc32)cc1
-1.7%	8.2%	CN1CCN(C(=O)CN2C(=O)CC(C)(C)S(=O)(=O)c3ccccc32)CC1
-110.3%	4.4%	CCN(CC)c1ccc(/C=C(/C#N)C(=O)Nc2cccc(Br)c2)o1
4.1%	nt	CCOC(=O)NC(c1cccc(Cl)c1)C1CCCCCC1=O (stereo not given)
2.1%	-7.8%	COc1ccc(NC(=O)c2ccc(=O)oc2)cc1
5.4%	-5.1%	CCC(=O)c1ccc(OC(=O)c2ccc(Br)o2)cc1
1.3%	nt	O=c1nc2sc3ccccc3n2c(=O)n1-c1cccc(Cl)c1
-6.8%	-1.1%	CCCC(C)NS(=O)(=O)c1ccccc1[N+](=O)[O-] (stereo not given)
-6.2%	-5.2%	CC(C)Cc1nc(N2CCC(C(N)=O)CC2)c2nnn(Cc3ccccc3)c2n1
0.2%	-11.7%	CCOC(=O)c1sc2nc(NC(=O)COc3ccccc3)sc2c1C
0.6%	2.7%	CCOC(=O)N1CCN(c2c(-c3ccc(C(C)C)cc3)c(=O)c2=O)CC1
2.1%	0.8%	O=C(C1CCCCC1)N(Cc1ccccc1)Cc1ccccc1

Remaining list, next part.
Hsp70 displacement	MKP-3 inhibition	mol
-1.5%	1.7%	COc1ccc(S(=O)(=O)N2CCN(Cc3ccc4c(c3)OCO4)CC2)cc1
-1.6%	nt	CCCCC(=O)NC(c1cccc([N+](=O)[O-])c1)c1c(OC(C)=O)ccc2ccccc12 (stereo not given)
-3.8%	-4.5%	O=C(CC1NC(=O)NC1=O)Nc1cccc2ccccc12 (stereo not given)
-9.1%	-6.9%	CCc1nc(SCc2ccccn2)c2c(=O)n(C)c(=O)n(C)c2n1
-1.7%	-6.8%	Cc1ccc2[nH]c(=O)c(CN(CCO)C(=O)NCc3ccccc3)cc2c1
-0.5%	5.8%	Cc1nc(SCc2ccc(Br)cc2)[nH]c(=O)c1C
-4.7%	-0.6%	Cc1ccc2oc(-c3cccc(NC(=O)C4CCCO4)c3)nc2c1 (stereo not given)
0.8%	1.4%	O=C(CC(c1ccccc1)c1ccccc1)Nc1nncs1
-1.0%	-12.7%	Clc1nnc2ccc(-c3ccccc3)nn12
-2.8%	-3.0%	CCOC(=O)CCC(NC(=O)c1ccc(Cl)cc1)C(=O)OCC (stereo not given)
nt	-4.3%	CCOC(=O)C1CCN(C(=O)Cc2c(F)cccc2Cl)CC1
2.7%	-7.3%	Cc1ccc(-c2nn3c(C)nnc3s2)cc1NC(=O)COc1ccc(Cl)cc1
5.9%	-6.4%	Cc1nn(CCC#N)c2nc(C(F)(F)F)[nH]c(=O)c12
-4.1%	nt	Cc1cc(N2CCCCC2)nc2ccc(NC(=O)c3ccc(Br)o3)cc12
-15.9%	4.0%	Cc1cc(C)c2oc(-c3cccc(NC(=O)COc4ccccc4[N+](=O)[O-])c3)nc2c1
-2.3%	2.1%	COc1ccc(N2C(=O)NC(=O)/C(=C\c3cc(C)n(-c4cccc([N+](=O)[O-])c4)c3C)C2=O)cc1
-1.5%	-9.2%	O=C(O)CC(NC(=O)C(c1ccccc1)c1ccccc1)c1ccco1 (stereo not given)
0.4%	nt	CC(C)NC(=O)c1ccc2c(c1)S(=O)(=O)c1ccccc1C2=O
-0.3%	-9.1%	CCCCCn1c(=O)c(-c2nc3ccccc3c(=O)[nH]2)c(O)c2ccccc21
7.1%	-5.4%	Oc1c(C(c2cccs2)N2CCC3(CC2)OCCO3)sc2ncnn12 (stereo not given)
-4.7%	5.8%	CCc1cccc(NC(=O)CN(C)S(=O)(=O)c2cnc[nH]2)c1
-2.5%	-4.1%	CCOc1cccc2cc(-c3nnc(-c4ccccc4)o3)c(=O)oc12
nt	-6.0%	C=CCc1cccc2cc(C(=O)OCC)c(=O)oc12
3.1%	-0.7%	CCOc1cc(OCC)cc(C(=O)Nc2ccc3oc(-c4cccc(F)c4)nc3c2)c1
-2.7%	-6.7%	COc1ccc(C(c2nnnn2Cc2ccccc2)N2CCN(c3nc4ccccc4s3)CC2)cc1 (stereo not given)

Next section; the last 2 above are carried over.
Hsp70 displacement	MKP-3 inhibition	mol
3.1%	-0.7%	CCOc1cc(OCC)cc(C(=O)Nc2ccc3oc(-c4cccc(F)c4)nc3c2)c1
-2.7%	-6.7%	COc1ccc(C(c2nnnn2Cc2ccccc2)N2CCN(c3nc4ccccc4s3)CC2)cc1 (stereo not given)
4.6%	0.5%	CCN1C(=O)/C(=C\c2ccc(Br)cc2)SC1=S
-0.7%	nt	OC(COCc1ccc2c(c1)OCO2)CN1CCN(Cc2ccccc2)CC1 (stereo not given)
-0.8%	0.5%	CC1=C(C(=O)OCCOc2ccccc2)C(c2ccsc2)NC(=O)N1C (stereo not given)
-0.9%	nt	CCC1(CC)Cc2ccccc2C(Nc2c(C)n(C)n(-c3ccccc3)c2=O)=N1
-4.5%	nt	CCOc1cccc(N2C(=O)CC(N3CCN(c4ccc(S(=O)(=O)CC)cc4)CC3)C2=O)c1 (stereo not given)
-6.5%	-6.1%	c1ccc(CCN2CN(CCCN3CCOCC3)c3nc4ccccc4n3C2)cc1
2.8%	5.2%	CC(=O)NC(Cc1ccccc1)C(=O)N1CCN(C(=O)c2cccs2)CC1 (stereo not given)
-1.8%	-0.1%	CCCCNC(=O)c1c(O)c2ccccc2n(C)c1=O
-1.7%	0.8%	CC(C)(C)C(=O)C(CO)(Oc1ccc(Cl)cc1)n1cncn1 (stereo not given)
6.4%	-11.7%	Cc1ccc(NC(=O)Cn2cc3c(n2)CCC(C)C3)cc1 (stereo not given)
3.6%	-9.7%	COc1cc(C2NC(=O)c3ccccc3O2)cc(OC)c1OC (stereo not given)
6.3%	-6.3%	CC(=O)N=c1sc(S(N)(=O)=O)nn1C
-6.1%	2.7%	O=C1N=c2ccc(Cl)cc2=C1c1sc(=S)n(Cc2ccccc2)c1O
2.8%	-0.5%	COc1ccc(C(=O)NCC2CCCO2)cc1I (stereo not given)
5.4%	1.0%	CCOC(=O)N1CCC(N2Cc3cccc(C(=O)NCc4ccc5c(c4)OCO5)c3C2=O)CC1
-3.2%	3.4%	Cc1ccc(OCC(=O)Nc2cc(C(F)(F)F)cc(C(F)(F)F)c2)cc1C
3.2%	nt	Nc1nc(-c2ccc(Cl)cc2)cn1N
-3.0%	0.9%	CCSc1nc2c(c(=O)[nH]c(=O)n2C)n1CC(O)COc1ccccc1C (stereo not given)
nt	4.6%	CSc1ccccc1N1C(=O)C2CC(C)=C(C)CC2C1=O (stereo not given)
0.9%	-8.7%	CN1CCCN(Cc2ccccc2C(F)(F)F)CC1
-0.7%	5.2%	C(=N\N=C(c1ccccc1)c1ccccc1)/c1cccnc1
-2.2%	-0.5%	COc1ccc(CC(Cc2nc3ccccc3[nH]2)c2nc3ccccc3[nH]2)cc1 (stereo not given)
8.3%	5.4%	O=C(NCC1COc2ccccc2O1)Nc1ccccc1F (stereo not given)
2.4%	0.2%	COc1ccccc1NC(=O)C1=C(C)NC(SCC(=O)c2ccccc2)=C(C#N)C1c1ccccc1Cl (stereo not given)
-3.0%	nt	O=C(COC(=O)c1ccccc1Nc1cccc(C(F)(F)F)c1)NCc1ccco1
-1.1%	-10.2%	COc1ccc(N2CCN(C(=O)CCn3nnc4ccccc43)CC2)cc1
-0.9%	nt	COc1ccccc1C(=O)Nc1ccon1
-4.6%	-1.0%	O=C(CC(c1ccccc1)c1cc(Cl)ccc1O)N1CCOCC1 (stereo not given)
-2.0%	9.2%	O=C(NNc1ccc([N+](=O)[O-])cc1[N+](=O)[O-])c1ccc(O)cc1
-1.2%	-12.8%	CC1(C)CC2CC(C)(CN2C(=O)CN2C(=O)c3ccccc3C2=O)C1 (stereo not given)
-4.7%	5.0%	CCCOC(=O)C1=C(C)NC2=C(C(=O)CC(c3ccc(OC)cc3)C2)C1c1ccc([N+](=O)[O-])cc1 (stereo not given)
2.4%	-14.8%	CCOC(=O)c1[nH]c(C)c(C(=O)N2CCN(C(=O)OCC)CC2)c1CC
2.1%	5.3%	CCC1SC2=NC(C)=C(C(=O)OCCOC)C(c3ccc(C(=O)OC)cc3)N2C1=O (stereo not given)
-2.0%	0.9%	COc1ccccc1CN1CCN(C(=O)c2cccs2)CC1
0.7%	nt	CCN1CCN(C(=O)C2CCC(CNS(=O)(=O)c3ccccc3)CC2)CC1 (stereo not given)
-3.2%	-0.6%	Cc1cccc(C=Nc2ccccc2O)c1O
-3.4%	nt	CCc1ccc(N(C(=O)CCC(=O)Nc2cc(C)on2)C(C(=O)NC2CCCC2)c2ccco2)cc1 (stereo not given)
